# High-throughput results: PubChem, several laboratories
# BoNT A protease = blocks Botulinum neurotoxin A light chain protease; multiplex microsphere protease substrate cleavage, flow cytometry; inhibition, % at 10 µM; hit rate 0.17% among 360,000; further: plate controls were buffer without enzyme for full effect and enzyme alone for no effect
# Rv3671c inh = inhibitors of M. tuberculosis serine protease Rv3671c | P9WHR9 | inhibition, % at 5.96 µM | hit rate 0.048% among 320,000; in the data active means inhibition above about 38%;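 further: extracellular domain of Rv3671c used as enzyme; 0% = enzyme with DMSO and 100% = no enzyme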
# PrPC surface inh = cell surface PrPC inhibition, primary TR-FRET screen; P04156; TR-FRET read-out; AID 720596; inhibition, % at 13.8 µM; hit rate 0.43% among 370,000; in the data active means inhibition above about 24%; further: 0% = median of the test wells and 100% = reference compound wells
# DUSP3 inh = DUSP3 (human) phosphatase inhibition; P51452; recombinant VHR phosphatase, pNPP absorbance; inhibition, % at 13.3 µM; hit rate 0.52% among 290,000; in the data active means inhibition above about 50%; further: some compounds called inactive have numbers as strong as hits
# Anthrax LF inh2 = blocks Bacillus anthracis lethal factor protease; P15917; inhibition, % at 10 µM; hit rate 0.12% among 360,000; multiplex microsphere protease cleavage assay, LF; further: plate controls were buffer without enzyme for full effect and enzyme alone for no effect
# Target sequence (P15917 whole entry, looked up): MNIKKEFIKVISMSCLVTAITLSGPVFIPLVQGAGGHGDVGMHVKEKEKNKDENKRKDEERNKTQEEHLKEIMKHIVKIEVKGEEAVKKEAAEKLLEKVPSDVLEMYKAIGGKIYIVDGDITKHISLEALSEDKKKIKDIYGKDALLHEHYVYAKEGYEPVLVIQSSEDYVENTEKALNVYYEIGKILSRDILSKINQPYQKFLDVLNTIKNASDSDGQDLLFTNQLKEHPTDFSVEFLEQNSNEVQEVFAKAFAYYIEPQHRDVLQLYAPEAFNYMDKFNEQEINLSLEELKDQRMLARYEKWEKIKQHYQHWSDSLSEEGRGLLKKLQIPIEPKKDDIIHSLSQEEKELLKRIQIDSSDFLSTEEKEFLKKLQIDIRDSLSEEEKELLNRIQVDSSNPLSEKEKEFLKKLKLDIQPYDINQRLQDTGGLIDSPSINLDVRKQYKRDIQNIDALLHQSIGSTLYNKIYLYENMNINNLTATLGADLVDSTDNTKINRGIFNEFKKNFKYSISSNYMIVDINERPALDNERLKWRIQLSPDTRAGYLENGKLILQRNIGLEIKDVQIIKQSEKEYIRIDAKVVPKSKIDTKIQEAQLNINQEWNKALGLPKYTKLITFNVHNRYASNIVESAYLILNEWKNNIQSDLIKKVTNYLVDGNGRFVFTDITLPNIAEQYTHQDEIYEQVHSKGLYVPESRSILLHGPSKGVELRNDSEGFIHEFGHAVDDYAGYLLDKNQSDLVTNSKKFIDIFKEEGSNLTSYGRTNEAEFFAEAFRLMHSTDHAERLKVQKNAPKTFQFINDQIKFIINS
# MazEF act = MazEF (E. coli) toxin RNase activation; P0AE70; FAM/BHQ RNA-DNA oligo cleavage fluorescence, 5 h; activation, % at 20 µM; hit rate 0.32% among 350,000; in the data active means activation above about 50%
# Target sequence (P0AE70 whole entry, looked up): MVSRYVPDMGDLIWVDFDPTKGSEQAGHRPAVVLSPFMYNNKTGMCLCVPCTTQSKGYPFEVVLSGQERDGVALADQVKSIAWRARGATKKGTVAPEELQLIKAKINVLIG
# PriA SSB inh = blocks PriA binding to SSB C-terminal tail | AlphaScreen SSBct-PriA binding, biotinylated peptide | inhibition, % at 33 µM | hit rate 0.6% among 430,000; in the data active means inhibition mostly above about 37%, no sharp cut-off; inactive means mostly below about 20%;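 further: plate controls were negative control peptide for no effect and reference peptide for full effect; strong numbers were not always called active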
# BoNT F protease = blocks Botulinum neurotoxin F light chain protease; hit rate 0.22% among 360,000; Multiplex microsphere protease cleavage assay, flow cytometry; inhibition, % at 10 µM; in the data active means inhibition above about 35%, passing the limit was not always enough; inconclusive means no clear call, values can overlap the other calls; further: plate controls were buffer without enzyme for full effect and enzyme alone for no effect
# CCHFV vOTU inh = CCHFV vOTU protease inhibition. Pep-AMC fluorescence. inhibition, % at 11.5 µM. hit rate 0.55% among 370,000. AID 651958; in the data active means inhibition above about 30%; further: 0% = vehicle wells with enzyme and 100% = no enzyme wells
# 3CLpro inhibitor = SARS-CoV 3CLpro protease inhibition | hit rate 0.14% among 290,000 | recombinant SARS-CoV 3CLpro, quenched FRET peptide cleavage | inhibition, % at 6 µM; in the data active means inhibition above about 12%
# The depositor's hits bear a star; ? = inconclusive; nt = not tested or not shown; & = joins results of further samples. Unless noted, no stated cut-off is given here; in the data, active means inhibition above about 30%; inconclusive means no clear call, values can overlap the other calls; inactive means below that. Not all compounds are listed, so the mix of outcomes need not match the whole.
# The opening five compounds, to show the layout:
# Results follow in this order: BoNT A protease, Rv3671c inh, PrPC surface inh, DUSP3 inh, Anthrax LF inh2, MazEF act, PriA SSB inh, BoNT F protease, CCHFV vOTU inh, 3CLpro inhibitor
- COCCN1C(=O)c2cc(C(=O)Nc3ccc(OC)c(OC)c3)ccc2C1Nc1ccc(OC)c(OC)c1 (centres undefined)
  -0.7, -7, 1, 29, -1, 1, -12, 2, 4, -1
- COc1ccc(-c2ccc(/C=C(\NC(=O)c3ccccc3)C(=O)N3CCOCC3)o2)cc1
  -0.1, -6, -1, 14, -6, 8, 4&-3, -5, -8, 1
- COc1ccc(-c2cc(C(=O)OCC(=O)NC3CC3)c3ccccc3n2)cc1OC
  0.2, -7, -3, nt, -6, 5, -20, -4, 11, nt
- CCCN(C(=O)CSc1ncnc2sccc12)c1c(N)n(Cc2ccccc2)c(=O)[nH]c1=O
  0.6, 0, -1, nt, 2, 0, -8, -6, -10, nt
- O=C(NC1CCCN(Cc2ccc(Cl)cc2)C1)c1ccccc1-c1ncc[nH]1 (centres undefined)
  -1.0, nt, 2, 16, 1, 13, 12, 3, 13, -1

# The listing (from the top)
# Results follow in this order: BoNT A protease, Rv3671c inh, PrPC surface inh, DUSP3 inh, Anthrax LF inh2, MazEF act, PriA SSB inh, BoNT F protease, CCHFV vOTU inh, 3CLpro inhibitor
- COCCN1C(=O)c2cc(C(=O)Nc3ccc(OC)c(OC)c3)ccc2C1Nc1ccc(OC)c(OC)c1 (centres undefined)
  -0.7, -7, 1, 29, -1, 1, -12, 2, 4, -1
- COc1ccc(-c2ccc(/C=C(\NC(=O)c3ccccc3)C(=O)N3CCOCC3)o2)cc1
  -0.1, -6, -1, 14, -6, 8, 4&-3, -5, -8, 1
- COc1ccc(-c2cc(C(=O)OCC(=O)NC3CC3)c3ccccc3n2)cc1OC
  0.2, -7, -3, nt, -6, 5, -20, -4, 11, nt
- CCCN(C(=O)CSc1ncnc2sccc12)c1c(N)n(Cc2ccccc2)c(=O)[nH]c1=O
  0.6, 0, -1, nt, 2, 0, -8, -6, -10, nt
- O=C(NC1CCCN(Cc2ccc(Cl)cc2)C1)c1ccccc1-c1ncc[nH]1 (centres undefined)
  -1.0, nt, 2, 16, 1, 13, 12, 3, 13, -1
- Cc1c(NC(=O)CSc2nc(N)cc(N)n2)c(=O)n(-c2ccccc2)n1C
  0.2, 5, 0, nt, -5, 13, -22, 3, 8, nt
- CCn1c(NC(C)=O)nc2ccccc21
  0.1, 9, -1, 4, -4, -4, -17, 1, 6, -1
- O=C(CCC(=O)OCCOc1ccccc1)OCCOc1ccccc1
  -0.6, nt, 17, nt, -2, nt, nt, -10, 15, nt
- CC(NC(=O)c1ccccc1)c1nnc(SCc2nc3ccccc3c(=O)[nH]2)n1C (centres undefined)
  -1.1, 5, 9, 15, -1, -5, -1, -5, -3, -1
- CC(C)N1CCN(Cc2cc3ccccc3[nH]2)CC1CCO (centres undefined)
  0.6, -2, -6, 4, -12, 7, -2, -14, 3, 0
- CC(=O)Nc1ccc(C=NNc2nnc(NN=Cc3ccc(NC(C)=O)cc3)c3ccccc23)cc1
  -0.1, nt, -3, nt, -3, -13, 3, -11, 5, nt
- Cc1ccc(S(=O)(=O)CNC(=S)c2cccc(C)c2)cc1
  -0.7, -3, 0, 31, -2, 3, -7, -7, -7, -1
- CCN(CC)CCCC(C)NC(=O)c1ccc(C(F)(F)F)cc1 (centres undefined)
  0.6, 2, 3, 8, -1, -27, -6, -3, 12, -1
- CCc1nnc(NC(=O)CCn2cnc3ccccc3c2=O)s1
  0.2, 18, 5, 6, -1, 6, -1, 2, -8, 1
- Cc1ccc(-c2nnc(N3CCN(C(=O)CSc4ncn[nH]4)CC3)c3ccccc23)cc1
  0.1, 0, -11, 2, -2, 0, -8, 3, 0, 5

# The final 2 records of the section above open the next one:
# Results follow in this order: BoNT A protease, Rv3671c inh, PrPC surface inh, DUSP3 inh, Anthrax LF inh2, MazEF act, PriA SSB inh, BoNT F protease, CCHFV vOTU inh, 3CLpro inhibitor
- CCc1nnc(NC(=O)CCn2cnc3ccccc3c2=O)s1
  0.2, 18, 5, 6, -1, 6, -1, 2, -8, 1
- Cc1ccc(-c2nnc(N3CCN(C(=O)CSc4ncn[nH]4)CC3)c3ccccc23)cc1
  0.1, 0, -11, 2, -2, 0, -8, 3, 0, 5
- O=C(CSCc1c(Cl)cccc1Cl)NCc1ccccn1
  0.1, 4, -5, 3, 2, 4, 0, 1, -3, 2
- Cn1c(N)c(C(=O)CN2CCc3ccccc3C2)c(=O)n(C)c1=O
  0.0, 4, 6, 26, 0, 9, 1, 3, 4, -1
- CCN1CCCC1CNCc1ccc(OCc2ccc(Cl)nc2)c(OC)c1 (centres undefined)
  0.2, 2, 3, 23, -3, 5, 0, -1, 2, -5
- Nc1nc(CN2CCN(c3ccccn3)CC2)nc(Nc2ccc(Cl)cc2)n1
  -0.1, -2, -2, 15, -2, -15, 11, -9, -13, -1
- Cc1ccc(NC(=O)CNNC(=O)c2cccc([N+](=O)[O-])c2)cc1[N+](=O)[O-]
  0.3, 2, -16, nt, -3, 16, -7, -6, -5, nt
- COc1ccccc1C(=O)Nn1cnnc1
  -0.7, -2, -10, -2, -1, 3, -4, ?, -5, -5
- COc1ccccc1-c1cccc([C@@H]2C[C@H]3[C@H](CON3C)CN2C(C)=O)c1
  0.0, nt, -4, nt, -3, 3, -12, -10, 8, nt
- O=C(CSc1ccc2ccccc2n1)c1ccccc1
  2.2, 3, -4, 14, -6, 2, -37, 12, 8, 4
- CSC1=C(C#N)C(c2ccccc2)C(C(C)=O)=C(C)N1 (centres undefined)
  0.4, 2, 5, 28, -1, 8, -15, -2, 8, 3
- Nc1c(S(=O)(=O)c2ccccc2)c2nc3ccccc3nc2n1/N=C/c1cccc(O)c1
  0.5, -154, -12, 40, 1, -6, nt, ?, 3, 1
- CCN(CC)CCCN1C(=O)C(O)=C(C(=O)c2sc(C)nc2C)C1c1ccco1 (centres undefined)
  10, -8, 0, 10, -3, 7, -11, 13, -1, 1
- CC1NC(=O)NC1CCCCCC(=O)Nc1ccc(F)c(Cl)c1 (centres undefined)
  2.8, 8, 1, 19, 2, -8, -14, 5, -14, 5
- CC(C)Cc1cc(CN2CCC(CO)(Cc3ccccc3)CC2)[nH]n1
  0.8, -9, 1, 9, 1, 2, -6, 0, -10, 0
- Clc1ccc(/C=N/Nc2nn[nH]n2)cc1
  -0.3, -3, -3, 54*, 11, -7, nt, -6, -1, 1
- Cc1ccccc1Cn1ccc(=NCc2ccccc2)cc1
  nt, -2, 14, -5, nt, 6, 7, nt, -9, -4
- CCSCc1nnc(SCC(=O)Nc2nc3ccccc3s2)n1C
  -0.5, 2, 4, -4, -1, 5, -22, -10, 7, 1
- CCOC(=O)N1CCN(C(=O)c2ccccc2N(C)S(C)(=O)=O)CC1
  -2.2, 3, -6, 12, -4, 1, -1, -4, -9, 0
- c1csc(-c2nnc(Cc3cccc4ccccc34)o2)c1
  ?, -4, -6, -5, -3, -5, -6, -6, -4, 3
- Cc1ccc(NC(=O)c2ccc(Br)o2)cc1S(=O)(=O)N(C)C
  -0.3, 4, 2, 33, 1, -2, 10, -3, 7, 1
- COC(=O)C1(C)Nc2ccccc2C(=O)N1c1ccccc1C (centres undefined)
  0.6, 2, -5, 41, 8, 7, -7, -2, -38, -1
- COC(=O)c1sccc1NC(=O)Nc1ccc(OC)c(OC)c1
  -0.2, 4, 0, 1, -3, -2, 12, -10, 17, -1
- Cc1ccc2nc(/C(C#N)=C\c3ccc(Oc4ccc([N+](=O)[O-])cn4)cc3)[nH]c2c1
  3.3, -17, -11, 8, 2, 4, -2, 2, 4, -2
- Cc1ccc(/C=C2/Sc3ccc(C(=O)N4CCN(c5ccccn5)CC4)cc3NC2=O)cc1
  -1.9, -2, 6, 5, -3, -84, -5, 0, 11, 5
- CC(=O)c1c(C)n([O-])c2ccccc2[n+]1=O
  ?, -3, -27, -16, 0, -1, -8, -3, 6, 0
- COc1ccc(C(=O)N2CCC2)cc1S(=O)(=O)NCc1ccc(Cl)cc1
  -2.6, 10, 8, nt, 2, -1, 2, -13, 14, nt
- Cc1ccc(N(CC(O)COCc2ccco2)S(=O)(=O)c2ccc(C)cc2)cc1 (centres undefined)
  -1.6, -8, -2, 4, 7, 4, -5, 2, 5, -4
- CCCn1c(N)c(C(=O)COC(=O)COc2ccc(Cl)c(C)c2)c(=O)n(C)c1=O
  -3.2, nt, 10, nt, 2, 4, -2, -3, 1, nt
- CC(=O)c1ccc(-n2cc(-c3ccc(C(C)(C)C)cc3)[n+]3c2SCCC3)cc1
  0.1, 3, 6, 24, -2, 8, -4, 6, 12, 5
- CN(C)C(CNC(=O)c1ccc(-c2ccccc2)cc1)c1ccccc1 (centres undefined)
  -2.6, 5, 0, 7, -1, -7, -1, 2, 4, 1
- COc1ccc(-c2cc(CS(=O)(=O)c3ccccc3)on2)cc1
  0.3, 3, 2, 18, 1, -3, -2, 1, -4, 6
- O=C(O)c1ccc(/C=N/N2CCN(Cc3cccc4ccccc34)CC2)cc1
  -1.9, 17, 2, 6, 2, -4, nt, -5, -2, -1
- CCCn1nc([N+](=O)[O-])c(C(C#N)c2nc3ccccc3o2)c(Cl)c1=O (centres undefined)
  0.1, 14, -34, -28, -3, -2, 22, -4, 19, 6
- CN1C(=O)/C(=C\c2ccc(N3CCCCC3)o2)C(=O)NC1=S
  -0.7, -9, -6, -17, -6, -175, -4, -8, 4, -1
- COc1ccc(Cn2c(CO)cnc2SCC(=O)Nc2cc(C)on2)cc1
  -0.3, -3, -3, 14, 0, 9, 6, 8, 8, -3
- O=[N+]([O-])c1ccc2c(c1)C(O)n1nc(-c3ccc(Cl)cc3Cl)nc1S2 (centres undefined)
  -0.3, -6, -8, 22, -5, 19, -3, 6, 4, -3
- O=C(CCS(=O)(=O)c1ccc(Cl)cc1)Nc1nnc(-c2cccs2)o1
  -6.5, 5, 1, nt, 0, -4, -11, -22, 5, nt
- COc1ccccc1N1C(=O)c2ccccc2NC1c1cc(OC)c(OC)c(OC)c1 (centres undefined)
  -1.1, -8, 7, 17, -7, 6, -1, 0, -88, 2
- CCOc1ccc(NC(=O)CN(C)c2ccc(S(=O)(=O)N3CCOCC3)cn2)cc1OCC
  0.2, 2, 6, 20, -14, 10, -15, -22, -2, 1
